# SR-BI DiI-HDL act – enhances SR-BI lipid uptake from DiI-HDL. 320,000 compounds, 0.096% hits. CHO ldlA[mSR-BI] cells, DiI-HDL uptake fluorescence, 3 h; 100 = double the neutral-control signal. AID 504775. activation, % at 12.5 µM;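 active means mean replicate activation of at least 60% and every replicate at or above 60%; inconclusive means mean or all-replicate condition met, but not both; inactive means mean below 60% and not all replicates reaching 60%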;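 further: 0% = median plate neutral-control signal and 100% = twice that signal; values of inactives mirror those of a sister screen read the other way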
#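 Assay system: CHO ldlA[mSR-BI] cells, LDL receptor-null, SR-BI overexpressing; medium: Ham's F12 with 0.5% BSA, HEPES 25 mM, pH 7.4; also added: DiI-HDL 10 µg/mL; timing: 3 h uptake period with compound, 37 °C; signal: DiI fluorescence, bottom read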
# CAL PDZ FP-1 – inhibitors of human CAL PDZ peptide binding; inhibition, % at 24.9 µM; 300,000 compounds, 0.92% hits; purified CAL PDZ, TMR-peptide fluorescence polarization, 1 h; Q9HD26; AID 602252;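 active means mean inhibition of at least 30% with at least half of replicates also reaching 30%; inconclusive means no clear call, values can overlap the other calls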;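 further: 0% = DMSO neutral control and 100% = excess unlabeled competitor peptide PRC23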
# PfHsp90 yeast 2 – reduces growth (ATP signal) of yeast expressing P. falciparum Hsp90. inhibition, % at 9.4 µM. 310,000 compounds, 0.32% hits. S. cerevisiae expressing PfHsp90, BacTiter-Glo ATP, 48 h; yeast lacking PDR1 and PDR3 efflux regulators. AID 504621;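 active means every replicate shows inhibition above about 80%, whatever the replicate mean, limit read from the data; inconclusive means mean inhibition reaches the set limit but some replicate falls short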;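 further: 0% = DMSO neutral controls and 100% = 20 µM radicicol positive controls; yeast relying on Plasmodium falciparum Hsp90 in place of its own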
# CAL PDZ FP-2 – inhibitors of human CAL PDZ peptide binding; Q9HD26; purified CAL PDZ, TMR-peptide fluorescence polarization, 1 h; inhibition, % at 20 µM; 330,000 compounds, 0.02% hits; AID 504414;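 active means highest replicate inhibition of at least 40%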;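 further: plate controls were DMSO neutral control wells for no effect and unlabeled competitor peptide control wells for full effect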
#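 Material: tagged CAL PDZ domain; buffer or medium: 25 mM sodium phosphate pH 7.4, 150 mM NaCl, TCEP, IgG, Thesit; compound dosing: single point, 20 µM; schedule: 1 h incubation at room temperature before polarization reading; measured by: FP readout, S and P plane fluorescence; read-out basis: percent inhibition from loss of millipolarization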
# MITF TRPM1 HTS – activators of MITF-driven TRPM1 promoter activity in SK-MEL-5 cells | 300,000 compounds, 0.75% hits | activation, % at 12.5 µM | SK-MEL-5 TRPM1-promoter luciferase, 24 h; % of positive control, neutral wells = 0;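 active means mean activation of at least 80% with every replicate also reaching 80%; inconclusive means mean reaches 80% but some replicate falls short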;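 further: 0% = neutral control wells and 100% = parthenolide positive control wells; values of inactives mirror those of a sister screen read the other way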
# Rtt109 HAT inh – C. albicans Rtt109 histone acetyltransferase inhibition | 330,000 compounds, 0.16% hits | purified Rtt109/Vps75, ThioGlo CoA-SH fluorescence, 4 h | inhibition, % at 34.9 µM;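 active means inhibition of at least 50% in every replicate; inconclusive means best replicate reaches 50% inhibition but some replicates fall short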
# PvdQ inh – blocks Pseudomonas aeruginosa PvdQ acylase activity; 340,000 compounds, 0.063% hits; inhibition, % at 10 µM; purified PvdQ acylase, fluorescence plate reader; in the data active means inhibition above about 30%, passing the limit was not always enough; inconclusive means no clear call, values can overlap the other calls;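 further: 0% = vehicle neutral wells and 100% = reference inhibitor wells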
# dFosB activator – mouse delta FosB homodimer activation; P13346; purified delta FosB, TAMRA-CDK5 oligo fluorescence polarization; percent of positive-control signal above neutral wells; activation, % at 25 µM; 340,000 compounds, 0.99% hits; AID 493131;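 active means mean activation above about 17%, with every replicate also reaching it, limit read from the data, passing the limit was not always enough; inconclusive means only one of the two conditions met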;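 further: fluorescence polarization rise as delta FosB binds a TAMRA Cdk5 AP-1 oligo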
# Target sequence (P13346 whole entry, looked up): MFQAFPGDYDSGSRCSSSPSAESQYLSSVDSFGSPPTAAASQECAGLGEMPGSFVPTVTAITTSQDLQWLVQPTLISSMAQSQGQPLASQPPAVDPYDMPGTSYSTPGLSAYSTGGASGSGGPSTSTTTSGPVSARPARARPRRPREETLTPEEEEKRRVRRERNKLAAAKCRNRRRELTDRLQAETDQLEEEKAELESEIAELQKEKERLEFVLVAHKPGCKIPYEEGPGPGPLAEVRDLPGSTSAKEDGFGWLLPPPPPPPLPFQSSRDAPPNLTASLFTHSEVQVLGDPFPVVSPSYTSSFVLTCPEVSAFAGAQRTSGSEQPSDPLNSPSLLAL
# SR-BI DiI inh – inhibitors of mouse SR-BI mediated HDL lipid uptake; Q61009; 320,000 compounds, 0.96% hits; ldlA[mSR-BI] CHO cells, DiI-HDL uptake fluorescence, 3 h; inhibition, % at 12.5 µM;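 active means mean replicate inhibition of at least 70% and a set share of replicates each scoring 70 or more; inconclusive means meets just one of the two criteria; inactive means fails both criteria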;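 further: 0% = median of neutral control wells and 100% = median of positive control wells; values of inactives mirror those of a sister screen read the other way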
# Target sequence (Q61009 whole entry, looked up): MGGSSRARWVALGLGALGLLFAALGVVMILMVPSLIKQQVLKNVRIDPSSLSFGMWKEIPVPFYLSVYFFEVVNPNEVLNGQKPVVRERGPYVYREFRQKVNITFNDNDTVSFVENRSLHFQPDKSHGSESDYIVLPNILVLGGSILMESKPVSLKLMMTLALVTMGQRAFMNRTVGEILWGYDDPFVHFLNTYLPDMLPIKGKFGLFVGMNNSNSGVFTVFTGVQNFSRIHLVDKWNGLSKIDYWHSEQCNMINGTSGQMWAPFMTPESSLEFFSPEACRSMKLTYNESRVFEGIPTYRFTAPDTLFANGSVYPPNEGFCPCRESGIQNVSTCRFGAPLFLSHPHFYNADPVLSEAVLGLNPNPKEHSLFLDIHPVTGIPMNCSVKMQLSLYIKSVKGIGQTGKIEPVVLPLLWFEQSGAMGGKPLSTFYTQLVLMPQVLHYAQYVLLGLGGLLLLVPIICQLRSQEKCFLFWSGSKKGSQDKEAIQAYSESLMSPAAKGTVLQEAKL
# NSD2 inh – inhibitors of human histone methyltransferase NSD2; NSD2 peptide methylation, AlphaScreen, 120 min; inhibition, % at 12.5 µM; 310,000 compounds, 0.54% hits; in the data active means inhibition above about 50%
# * marks the source's active call; other numbers are inactive results; ? = inconclusive; nt = not tested or not shown.
SR-BI DiI-HDL act,CAL PDZ FP-1,mol,PfHsp90 yeast 2,CAL PDZ FP-2,MITF TRPM1 HTS,Rtt109 HAT inh,PvdQ inh,dFosB activator,SR-BI DiI inh,NSD2 inh
22,nt,CCc1ccc(C(=O)NC(CC(C)C)C(=O)O)cc1 (configuration not stated),15,-1.4,3,4,-10,7,-22,0
-18,0,COc1cccc(N2CCN(CC(=O)c3c[nH]c4ccc(OC)cc34)CC2C)c1 (configuration not stated),19,-0.5,0,4,7,0,18,8
4,6,CCCn1c(SCC(=O)Nc2ccc(S(=O)(=O)N(C)C)cc2)n[nH]c1=O,1,-0.9,3,-10,-8,-8,-4,-3
-67,-2,CN(C(=O)COC(=O)C1CCN(S(=O)(=O)c2c(Cl)cccc2Cl)CC1)c1ccccc1,-14,-0.1,-7,1,-7,-4,67,2
nt,-8,O=S(=O)(c1ccc(-c2n[nH]c(=S)o2)cc1)N1CCCC1,-5,-4.9,2,7,-2,-2,nt,3
5,nt,CC1(C(=O)Nc2ccccc2)Cc2ccccc2C(=O)O1 (configuration not stated),19,-0.9,4,-6,-6,-7,-5,-2
20,-4,COc1cc(/C=C/C(=O)OCN2C(=O)c3ccccc3C2=O)ccc1OC(F)F,-15,-2.6,-3,-4,-9,-2,-20,-3
nt,18,COc1ccc(CCNc2ccc(S(N)(=O)=O)cn2)cc1,25,-1.9,2,-5,-5,-5,nt,2
7,9,O=C(OCc1ccc(Br)cc1)c1cccnc1,10,33,-8,2,12,-4,-7,-2
10,-1,Cc1ccc(Cl)c(NC(=O)CSc2n[nH]c(=O)n2C2CC2)c1Cl,nt,0.7,-10,-10,-21,-4,-10,0
-19,-1,Cc1ccc(Cn2cccc(NC(=O)c3ccco3)c2=O)cc1,6,-3.1,nt,0,-4,-5,19,-5
9,-1,CCOc1cc2[nH]c(=O)n(CCCCCC(=O)NCc3ccco3)c(=O)c2cc1OCC,-19,-2.0,nt,nt,1,-4,-9,4
18,-1,O=C1COc2ccc(S(=O)(=O)N3CCC(C(=O)NCc4ccc(F)cc4)CC3)cc2N1,39,-3.3,-4,-4,-6,-1,-18,-12
-32,2,O=C(COC(=O)c1ccccn1)Nc1nc(-c2cccc([N+](=O)[O-])c2)cs1,-10,-1.4,6,1,-7,6,32,4
3,nt,CC(=O)c1nnn(-c2cccc(C#N)c2)c1C,13,-0.7,2,-3,-6,-13,-3,-3
4,-4,CCOC(=O)c1sc(=S)n(C)c1N,-28,-0.8,6,1,-15,0,-4,1
-58,0,Cn1nc(C(F)(F)F)c(C#N)c1N1CCN(c2ccc(F)cc2)CC1,-12,-1.6,14,-3,-4,-3,58,2
-23,-1,COc1ccc(NC(C)=O)cc1NC(=O)CN1CCN(C2c3ccccc3-c3ccccc32)CC1,0,-0.3,5,1,-2,4,23,8
2,2,CCN(CC)c1ccc(NC(=O)CCS(=O)(=O)c2cccc3nsnc23)c(C)c1,12,-0.2,4,-4,-21,-3,-2,9
2,-8,COc1ccc(CC(=O)Nc2ccc(S(=O)(=O)N3CCOCC3)cc2)cc1,-2,-0.1,-7,-10,-9,-5,-2,1
4,-2,Cc1ccc(NC(=O)C2CCCN2C(=O)Oc2ccccc2)cc1 (configuration not stated),-3,-0.1,-5,2,13,-5,-4,nt
29,nt,CC(C)(C)NC(=O)NC(=O)CSc1ncn[nH]1,0,-0.8,-11,16,5,0,-29,-5
3,-3,c1ccc(C2NCCNC2c2ccccc2)cc1 (configuration not stated),-5,0.6,-2,-6,-12,-4,-3,0
-15,-3,CCOC(=O)/C(=N\Nc1ccccc1Cl)N(C)C1CCCCC1,6,0.5,-7,2,-9,-1,15,15
38,-5,CC(OC(=O)C1CSC2(C)CCC(=O)N12)C(=O)Nc1cccc(C#N)c1 (configuration not stated),nt,-1.2,13,-11,-10,-6,-38,-2
2,7,CC1CCCCC1NC(=O)CNC(=O)c1ccco1 (configuration not stated),-7,-1.8,7,-4,-13,0,-2,-3
nt,5,COc1ccc(N2CCN(C(=O)CN(C)S(=O)(=O)c3cc(C)ccc3OC)CC2)cc1,-2,0.6,-9,-5,-13,-11,nt,3
-53,0,CC(=O)Nc1ccc(/C(C)=N/NC(=O)c2ccc(COc3ccccc3Cl)o2)cc1,3,1.0,nt,1,-2,31*,53,-2
-19,-8,Nc1nc(NCC2CCCO2)nc(Nc2ccc(F)cc2)c1[N+](=O)[O-] (configuration not stated),-60,-0.7,6,14,-7,-8,19,-1
-4,-4,Cc1cc(N2C(=O)C(O)=C(C(=O)c3cccs3)C2c2ccccc2)no1 (configuration not stated),7,-1.6,1,2,23,-2,4,15
-14,-1,O=c1[nH]c(Nc2nc3ccccc3o2)nc2c1CCCC2,9,-2.8,-48,-7,-1,0,14,-1
-1,4,CCOc1ccc(C(=O)OCC(=O)NCC2CCCO2)cc1 (configuration not stated),-2,-0.6,8,2,-14,7,1,-3
-11,-2,CCOc1ccc(NC(=S)N2CCN(c3ccc(N4CCOCC4)nn3)CC2)cc1,nt,-1.8,-1,-20,-8,-5,11,nt
31,9,Cc1[nH]n(-c2nc(-c3ccccc3F)cc(=O)[nH]2)c(=O)c1CCO,14,-0.7,2,nt,-1,0,-31,-2
-38,-2,CCC1CCCCN1CCCNC(=O)c1ccc2c(c1)c(C)c(C)n2C (configuration not stated),-2,-1.9,9,6,-6,-3,38,23
17,-3,CCCCC(c1nnnn1C1CCCC1)N1CCN(C2CCCC2)CC1 (configuration not stated),-24,-1.2,5,-4,-19,-12,-17,nt

# Fetched by compound from the list above (6):
SR-BI DiI-HDL act,CAL PDZ FP-1,mol,PfHsp90 yeast 2,CAL PDZ FP-2,MITF TRPM1 HTS,Rtt109 HAT inh,PvdQ inh,dFosB activator,SR-BI DiI inh,NSD2 inh
-38,-2,CCC1CCCCN1CCCNC(=O)c1ccc2c(c1)c(C)c(C)n2C (configuration not stated),-2,-1.9,9,6,-6,-3,38,23
-4,-4,Cc1cc(N2C(=O)C(O)=C(C(=O)c3cccs3)C2c2ccccc2)no1 (configuration not stated),7,-1.6,1,2,23,-2,4,15
31,9,Cc1[nH]n(-c2nc(-c3ccccc3F)cc(=O)[nH]2)c(=O)c1CCO,14,-0.7,2,nt,-1,0,-31,-2
-19,-8,Nc1nc(NCC2CCCO2)nc(Nc2ccc(F)cc2)c1[N+](=O)[O-] (configuration not stated),-60,-0.7,6,14,-7,-8,19,-1
-11,-2,CCOc1ccc(NC(=S)N2CCN(c3ccc(N4CCOCC4)nn3)CC2)cc1,nt,-1.8,-1,-20,-8,-5,11,nt
-53,0,CC(=O)Nc1ccc(/C(C)=N/NC(=O)c2ccc(COc3ccccc3Cl)o2)cc1,3,1.0,nt,1,-2,31*,53,-2

# (list continues)
SR-BI DiI-HDL act,CAL PDZ FP-1,mol,PfHsp90 yeast 2,CAL PDZ FP-2,MITF TRPM1 HTS,Rtt109 HAT inh,PvdQ inh,dFosB activator,SR-BI DiI inh,NSD2 inh
1,nt,Cc1c(CNCCCc2ccccc2)c(C(=O)O)c(C)n1Cc1ccccc1,-13,-0.7,-3,?,-5,-10,-1,5
-53,-2,CCN(CC)CCCCCCCCOC(=O)c1cc(OC)c(OC)c(OC)c1,9,-1.3,1,-2,-23,-17,53,nt
3,-2,O=C1CN(C(=O)c2cccs2)c2ccccc2N1,2,-3.4,nt,23,9,-8,-3,-4
1,-4,O=C(COc1ccccc1Cl)c1ccc2c(c1)CCCC2,3,-1.6,70,-11,-15,-6,-1,0
-7,1,COCCCNC(=O)c1ccc2c(=O)n(C3CCCC3)c(=S)[nH]c2c1,-22,-1.4,1,11,-3,-1,7,-4
0,-2,COC(=O)Nc1ccc(S(=O)(=O)N2CCCC(C(=O)O)C2)cc1 (configuration not stated),-8,-3.0,-4,19,8,-3,0,-3
-7,-1,NC(=O)c1cc(S(=O)(=O)N2CCCC2)ccc1OCc1ccc(F)cc1,30,-2.3,12,1,-14,-2,7,-7
-2,-2,CCCCCCOC(=O)CCn1[nH]c(=O)c2ccccc2c1=O,-9,0.9,-7,-1,-5,-3,2,2
-23,-1,c1ccc(-c2ccc(-c3csnn3)cc2)cc1,nt,-1.2,74,-12,-12,4,23,-1
6,-1,Cc1ccn(S(=O)(=O)c2ccc(N3CCCC3=O)cc2)n1,33,-3.6,4,1,-8,-5,-6,-2
13,2,CN1CCN(C(=S)C(=O)NCc2ccccc2)CC1,nt,-0.9,-5,-13,2,-3,-13,3
-15,-1,Clc1cccc(/C=N\Nc2nccs2)c1,-48,nt,44,1,-10,-5,15,3

# Ordered by number of heavy atoms (smallest number first): part of the list above.
SR-BI DiI-HDL act,CAL PDZ FP-1,mol,PfHsp90 yeast 2,CAL PDZ FP-2,MITF TRPM1 HTS,Rtt109 HAT inh,PvdQ inh,dFosB activator,SR-BI DiI inh,NSD2 inh
-15,-1,Clc1cccc(/C=N\Nc2nccs2)c1,-48,nt,44,1,-10,-5,15,3
13,2,CN1CCN(C(=S)C(=O)NCc2ccccc2)CC1,nt,-0.9,-5,-13,2,-3,-13,3
-7,1,COCCCNC(=O)c1ccc2c(=O)n(C3CCCC3)c(=S)[nH]c2c1,-22,-1.4,1,11,-3,-1,7,-4
-7,-1,NC(=O)c1cc(S(=O)(=O)N2CCCC2)ccc1OCc1ccc(F)cc1,30,-2.3,12,1,-14,-2,7,-7
1,nt,Cc1c(CNCCCc2ccccc2)c(C(=O)O)c(C)n1Cc1ccccc1,-13,-0.7,-3,?,-5,-10,-1,5

# Later entries
SR-BI DiI-HDL act,CAL PDZ FP-1,mol,PfHsp90 yeast 2,CAL PDZ FP-2,MITF TRPM1 HTS,Rtt109 HAT inh,PvdQ inh,dFosB activator,SR-BI DiI inh,NSD2 inh
-11,-2,CCN(CCNC(=O)C1CCN(S(=O)(=O)CC)CC1)c1ccccc1,nt,-0.9,6,0,-6,0,11,10
13,-7,Cn1c(=O)[nH]c(Nc2ccccc2)c([N+](=O)[O-])c1=O,17,-1.4,6,-6,-8,-5,-13,-1
21,-5,O=C(NCc1nnnn1-c1ccc(F)c(F)c1)C(=O)c1c[nH]c2ccccc12,-13,-3.9,3,7,-17,-2,-21,32
-25,17,CCS(=O)(=O)c1ccc2oc(Nc3ccccc3Br)nc2c1,21,-0.4,100*,-8,-8,-6,25,0
3,-1,Cc1nn(C)c(NC(=O)c2ccc(Cl)cc2)c1Cl,-12,-2.6,1,4,-9,-6,-3,-5
7,-6,CCOc1ccccc1N(C(=O)CNS(=O)(=O)c1ccccc1)C(CC)C(=O)NCc1ccco1 (configuration not stated),20,-0.7,-3,2,-2,-9,-7,nt
